From PubChem BioAssay
CFTR F508del cor = F508del CFTR correction, initial screen, CFBE line, single point; CFBE cells, YFP halide quenching; stimulated with forskolin plus potentiator P3; % fluorescence drop versus neutral controls; activity (quench increase), % at 7.58 µM; 350,000 compounds, 0.36% hits; AID 720511, 2013;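 active = mean added fluorescence quench of at least 8% versus neutral control, with both replicates also reaching 8%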;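 also: cells transiently co-express mutant CFTR-F508del with the halide-sensitive YFP; corrector assay measuring rescue of mutant channel to the surface after 24 h compound exposure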
Statin myotox sup = suppressors of statin myotoxicity in C2C12 myotubes, primary screen, cell-based, single point, plate reader. C2C12 myotubes + simvastatin, ATP luminescence, 48 h; scaled: DMSO 0, geranylgeraniol control 100. rescue of ATP level, % at 7.49 µM. 330,000 compounds, 0.78% hits;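 active = mean ATP rescue above about 67%, or every replicate alone reaching that limit, limit read from the data, passing the limit was not always enough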;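 also: myotubes were challenged with 10 µM simvastatin during compound exposure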
PglD inh = C. jejuni PglD acetyltransferase inhibitors, primary screen, biochemical, DTNB colorimetric, single point; UDP-N-acetylbacillosamine N-acetyltransferase PglD (Campylobacter jejuni); purified PglD enzyme, DTNB colorimetric CoA detection; inhibition, % at 12.5 µM; 360,000 compounds, 0.098% hits; in the data active = inhibition above about 16%, passing the limit was not always enough; also: strong numbers were not always called active
PGC1a acetyl inh = inhibitors of PGC1a acetylation signal, primary screen, cell-based, U2OS, AlphaScreen, inhibitor mode. AlphaScreen anti-acetyl-lysine; with virally co-expressed GCN5 acetyltransferase. inhibition, % at 15.6 µM. 350,000 compounds, 0.17% hits;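 active = every replicate shows inhibition of at least 40%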;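 also: 0% = neutral control wells and 100% = positive control wells; some results beyond the cut were filed as inactive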
FN deposition inh = inhibitors of fibronectin matrix deposition, primary screen, AH1F cells, Alexa488-fibronectin fluorescence, plate reader. AH1F fibroblasts, overnight. inhibition, % at 12.6 µM. 350,000 compounds, 0.086% hits;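 active = mean inhibition across replicates of 30% or more, regardless of how many single replicates reach that level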;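 also: positive control wells lacked labelled fibronectin entirely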
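Measured by – fluorescence 485/525 nm · System – AH1F fibroblast monolayer, labelled fibronectin deposition · Amount – 10000 cells per well · Buffer or medium – serum-reduced DMEM (2% serum) · Doses – single dose, pinned · Also added – fluorescent fibronectin at 24 nM final · Schedule – 1 h cell attachment, overnight exposure to compound and label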
Cneo AK release = Cryptococcus neoformans cell lysis inducers, primary screen, AK release luminescence, single concentration. AID 651654, 2012. C. neoformans lysis, adenylate kinase release luminescence, 4 h; normalised: neutral wells 0, clomiphene wells 100. lysis activity, % at 15 µM. 360,000 compounds, 0.2% hits;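 active = mean lysis activity across replicates of at least 80%, whatever share of replicates individually reach that level; inactive = mean lysis activity below 80%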
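Material: C. neoformans cells | Amount: Yeast cell density of 5 × 10^6 cells/mL | Medium: Fresh YPD growth medium | Dosing: Single dose | Times: Static 4 h at 37 °C with compound, 1 h detection | Detection: AK luminescence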
INS-1E GSIS act = GLuc luminescence reporter in INS-1E cells, primary screen for activators of glucose-dependent secretion of insulin | 370,000 compounds, 0.61% hits | AID 743287, 2014 | INS-1E GLuc reporter insulin secretion, 2-3 h | activation, % at 16.6 µM;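 active = lowest replicate activation of at least 40%, so every replicate reaches that level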;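 also: 0% = median of neutral control wells and 100% = median of IBMX positive control wells; some compounds called inactive have numbers as strong as hits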
miR-122 sensor = miR-122 Renilla sensor signal increase in Huh7, primary screen, miR-122 inhibitor project, cell-based, single point, plate reader; Huh7 miR-122 Renilla luciferase sensor, 48 h; neutral wells = 0, positive control = 100; activation (reporter increase), % at 12.5 µM; 340,000 compounds, 0.3% hits;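 active = mean replicate activation score at least 90 and every replicate individually at or above 90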;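 also: higher luciferase means less miR-122 activity so hits act as miR-122 inhibitors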
* marks the source's active call; other numbers are inactive results; . = not tested or not shown; [ ] = another dose, or the depositor's remark. Rows are unselected; about 2.1% have a hit in one of these screens.

entry	mol	CFTR F508del cor	Statin myotox sup	PglD inh	PGC1a acetyl inh	FN deposition inh	Cneo AK release	INS-1E GSIS act	miR-122 sensor
1	CCOC(=O)c1sc(NC(=O)CCN2C(=O)c3cccc([N+](=O)[O-])c3C2=O)c(C(=O)OCC)c1C	.	3	2	3	.	-8	5	2
2	COc1ccccc1C#Cc1ccc([C@H]2[C@@H](CO)N3CCCCN(CCC(F)(F)F)C[C@@H]23)cc1	0.8	1	2	-3	.	18	-15	7[16.7 µM]
3	Cc1ccc(C)c(Cn2ncc3ccccc32)c1	4.5	3	-2	-7	7	10	.	0
4	c1cc(Nc2ncnc3sccc23)cc(-c2nnc3n2CCCCC3)c1	.	.	0	.	.	-2	9	-7
5	C[C@@H](NC(=O)C[C@@H]1C[C@@H]2c3cc(NC(=O)Nc4ccccc4F)ccc3O[C@@H]2[C@@H](CO)O1)c1ccccc1	0.9	-2	0	4	.	1	105*	5[16.7 µM]
6	Cc1cccc(C(=O)Nc2sc3c(c2C(=O)O)CCCC3)c1	.	-12	7	.	0	0	-23	1
7	Cc1nn(Cc2ccccc2)c2c1C(c1ccc(Cl)cc1)C(C#N)=C(N)O2 (stereo not given)	.	1	2	-4	.	0	.	-1
8	COc1ccc(OCCCC(=O)Nc2cccc([N+](=O)[O-])c2)cc1	.	.	8	.	.	-3	-1	-4
9	CN1[C@H](C(=O)Nc2ccccc2)[C@@H](CO)[C@@H]2Cn3c(ccc(-c4ccccc4)c3=O)[C@@H]21	-2.3	21	-1	.	.	1	-3	-2[16.7 µM]
10	CN1C(=O)c2cc(NC(=O)C3CC3)ccc2OC[C@@H]2O[C@@H](CC(=O)NCCc3ccncc3)CC[C@@H]21	-2.6	-11	2	2	-5	-2	-2	-3[16.7 µM]
11	CO[C@H]1CN(C)C(=O)c2cc(NS(=O)(=O)c3cccc(F)c3)ccc2OC[C@H](C)NC[C@@H]1C	-4.9	-13	-1	4	-3	0	2	.
12	CCn1nnnc1-c1ccc(OC)c(S(=O)(=O)NCCc2ccccc2)c1	.	-13	-4	-11	0	-4	.	71
13	COC(=O)c1cc(C(=O)OCC(=O)NC(=O)c2ccccc2)cc([N+](=O)[O-])c1	-1.5	4	-1	.	2	1	-7	-5
14	C[C@@H]1CCCCO[C@H](CN(C)C(=O)Nc2ccc(C(F)(F)F)cc2)[C@H](C)CN([C@H](C)CO)C(=O)c2cc(NC(=O)c3ccncc3)ccc2O1	-0.2	.	2	0	-4	-12	4	-8[16.7 µM]
15	Cn1cnc([N+](=O)[O-])c1NC(C)(C)C	.	.	-3	-20	.	1	.	-8
16	CCOc1ncccc1C(=O)OCC(=O)Nc1cc(S(=O)(=O)N(CC)CC)ccc1C	0.9	.	.	0	0	.	-14	5
17	CCn1c(CNc2ccc(F)cc2)nnc1SCC(=O)Nc1ccc(OC)cc1	.	119*	-9	-23	10	1	.	-6
18	O=C(O)CCCCCN1C(=O)C(=O)/C(=C(/O)c2ccccc2)C1c1ccccc1 (stereo not given)	.	1	7	10	-3	-2	.	59
19	CC(=O)c1ccc(N2CCN(C(=O)c3n[nH]c4ccccc34)CC2)cc1	-0.7	.	.	-49	-1	.	-4	.
20	COc1ccc(S(=O)(=O)CCC(=O)N2CCN(c3ccc(F)cc3)CC2)cc1	-1.1	.	.	-2	3	.	0	.

Quoted at random: two entries already listed.
entry	mol	CFTR F508del cor	Statin myotox sup	PglD inh	PGC1a acetyl inh	FN deposition inh	Cneo AK release	INS-1E GSIS act	miR-122 sensor
20	COc1ccc(S(=O)(=O)CCC(=O)N2CCN(c3ccc(F)cc3)CC2)cc1	-1.1	.	.	-2	3	.	0	.
12	CCn1nnnc1-c1ccc(OC)c(S(=O)(=O)NCCc2ccccc2)c1	.	-13	-4	-11	0	-4	.	71

(list continues)
entry	mol	CFTR F508del cor	Statin myotox sup	PglD inh	PGC1a acetyl inh	FN deposition inh	Cneo AK release	INS-1E GSIS act	miR-122 sensor
21	O=C(NCc1ccc(F)cc1)C1CCCN(c2nc3ccsc3c(=O)s2)C1 (stereo not given)	-0.5	13	.	-6	0	.	5	-15
22	CCCNC(=O)N1C[C@H]2[C@@H](c3ccccc31)[C@@H](CO)N2Cc1ccccc1F	2.3	18	-2	-11	.	2	10	-18[16.7 µM]
23	COc1ccc(NC(=O)NCc2ccncc2)cc1	.	.	-1	13	.	0	7	3
24	OCCCNC(=S)Nc1ccc2nccnc2c1	-2.8	.	.	6	-5	.	27	.
25	C[C@@H]1CN([C@H](C)CO)C(=O)c2cc(NC(=O)C3CCCCC3)ccc2O[C@@H]1CN(C)S(C)(=O)=O	-0.9	-20	-1	.	.	0	18	-2[16.7 µM]
26	COc1ccc(NC(=O)N(C)C[C@H]2Oc3c(NS(C)(=O)=O)cccc3C(=O)N([C@@H](C)CO)C[C@H]2C)cc1	-1.3	.	3	1	.	-2	10	-2[16.7 µM]
27	Cc1noc(C)c1S(=O)(=O)Nc1ccc2c(c1)CC(=O)N([C@H](C)CO)C[C@H](C)[C@H](CN(C)C(=O)NC(C)C)O2	2.3	4	2	0	1	-3	7	16[16.7 µM]
28	Cc1ccc(NC(=O)CN2C(=O)CSc3ccc(S(=O)(=O)N4CCCCC4)cc32)cc1	-3.0	6	-3	1	-4	-2	-43	8
29	C/C(=N\NC(=O)c1c(C)nc2ccccn12)c1ccc(C(C)(C)C)cc1	0.5	-22	0	.	-5	0	12	.
30	CCn1c(Cc2ccc(OC)cc2)nc2ccccc21	-1.4	4	0	-13	-4	6	-5	-1
31	C[C@H](CO)N1C[C@H](C)[C@H](CN(C)S(=O)(=O)c2cccc(F)c2)Oc2ncc(C#CC(C)(C)O)cc2C1=O	-3.3	22	-2	3	2	9	-3	7[16.7 µM]
32	Cc1noc(C)c1S(=O)(=O)Nc1ccc2c(c1)CC(=O)N([C@@H](C)CO)C[C@H](C)[C@@H](CN(C)S(=O)(=O)c1ccc(Cl)cc1)O2	-1.0	-1	-5	6	-8	-4	-4	-11[16.7 µM]
33	COc1ccc(OC)c(CN2CCC(CO)(CCOc3ccccc3)CC2)c1	-0.8	-1	1	.	.	3	22	2
34	Cc1ccc(N(C(=O)c2csnn2)C(C(=O)NC2CCCC2)c2ccccn2)cc1 (stereo not given)	0.5	21	2	.	-7	-6	9	.
35	CCCCON1C(=O)c2cccc3cccc(c23)C1=O	1.1	31	-1	10	8	-1	7	5
36	CCOc1ccc(S(=O)(=O)NCCC(=O)NCCc2ccc(OCC)c(OCC)c2)cc1	-0.4	0	2	-13	1	-3	-8	-1
37	CCC(=O)Nc1ccc2c(c1)OC[C@H](C)N(Cc1nccs1)C[C@H](C)[C@@H](OC)CN(C)C2=O	0.9	-9	0	5	0	3	1	.
38	O=C(NCc1ccccc1F)c1cccc(S(=O)(=O)NCc2ccccc2)c1	2.0	.	-1	-9	1	1	-16	22
39	COc1ccc(NC(=O)CCC(=O)NCCO)cc1	-1.8	4	.	3	-2	.	8	0
40	C[C@@H]1CCCCO[C@@H](CN(C)C(=O)Cc2ccccc2)[C@@H](C)CN([C@@H](C)CO)C(=O)c2cc(NC(=O)Nc3ccc(C(F)(F)F)cc3)ccc2O1	4.3	-94	0	.	-1	1	-35	-8[16.7 µM]
41	O=S(=O)(NCC[C@@H]1CC[C@H](NS(=O)(=O)c2ccccc2Cl)[C@H](CO)O1)c1ccc(Cl)cc1	0.7	26	-1	-1	.	8	-13	.
42	CC(C)CC#Cc1cnc2c(c1)C(=O)N([C@@H](C)CO)C[C@H](C)[C@H](CN(C)C(=O)c1cnccn1)O2	0.6	1	-7	5	-11	4	3	-7[16.7 µM]
43	Brc1ccc(-c2nnc3n2CCCCC3)cc1	.	-13	3	9	.	-2	26	9
44	CO[C@H]1CN(C)C(=O)c2ccc(NC(=O)CC(F)(F)F)cc2OC[C@H](C)N(C(=O)C2CC2)C[C@H]1C	1.3	.	.	1	-1	.	19	.
45	CN(C)c1nc2n(c(=O)n1)C(C#N)CS2 (stereo not given)	.	-1	-3	3	.	4	0	2
46	CCOC(=O)c1c(C)[nH]c2cc(Br)c(OC)cc12	.	5	4	-56	.	0	.	1
47	COc1ccccc1C1=NOC(Cn2c(NCC3CCCO3)nc3c2c(=O)n(C)c(=O)n3C)C1 (stereo not given)	1.7	-2	4	12	2	-6	11	-1
48	COc1ccc(NC(=O)CS(=O)(=O)Cc2ccccc2)c([N+](=O)[O-])c1	3.8	.	-2	3	12	5	9	7
49	O=C(NCCc1cccc(Cl)c1)c1ccc(OC2CCN(Cc3ccccn3)CC2)cc1	-3.2	-24	0	.	6	-18	-2	.
50	CCn1ccc(C(=O)N2CCN(c3ncccn3)CC2)n1	-0.6	2	0	.	4	1	.	.
51	C[C@H](O)C#Cc1cnc2c(c1)C(=O)N([C@@H](C)CO)C[C@@H](C)[C@@H](CN(C)C(=O)Cc1ccccn1)O2	-6.8	11	0	-12	-7	6	32	1[16.7 µM]
52	COc1ccccc1CNC(=O)CSc1nc(-c2ccccc2)cn1N	.	-5	1	-3	-6	-2	.	-1
53	CC(=O)Nc1ccc(S(=O)(=O)NCCC(=O)Nc2ccc(C)cn2)cc1	-0.2	1	0	.	.	0	21	-3
54	COC(=O)[C@H]1[C@H](CO)[C@H]2Cn3c(cccc3=O)[C@H]2N1CC1CCOCC1	.	-1	2	.	.	-2	1	.
55	N=c1c2c3c(sc2ncn1Nc1ccccc1)CCC3	2.1	.	-3	-9	-5	1	-14	0
56	CC1CC(C)CN(C(=O)COC(=O)c2cccc(S(=O)(=O)N(C)c3ccccc3)c2)C1 (stereo not given)	-1.8	6	-1	12	1	-3	-40	-9
57	CCCNC(=O)C[C@H]1CC[C@H]2[C@@H](COc3ccc(NC(=O)NCCC)cc3C(=O)N2C)O1	0.3	.	.	3	-4	.	11	.
58	O=C(O)C1=C[C@@H](c2ccccc2)C[C@@H](OCCCCO)O1	-0.1	6	2	5	-6	0	0	0
